# hgDAF-12 ag – H. glycines DAF-12 receptor agonists, primary screen, cell-based, luminescence, HEK293, GAL4 fusion, UAS-luciferase | Nuclear hormone receptor DAF-12 (Heterodera glycines), GAL4 fusion | HEK293 GAL4-hgDAF12 UAS-luciferase reporter, agonist luminescence; normalized to butyrate control | activation, % at 6.8 µM | hit rate 1.8% among 370,000 | AID 687014, 2013;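 active = activation above a cutoff set at the mean of all screened compounds plus 3 SD, cut at about 10% in these data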;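 also: 0% = DMSO wells and 100% = sodium butyrate wells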
# ADAM10 inh – human ADAM10 inhibitors, primary screen, biochemical, QFRET, HTS | Disintegrin and metalloproteinase domain-containing protein 10 (Homo sapiens), O14672 | recombinant ADAM10, EDANS/DABCYL FRET peptide cleavage, 3 h | inhibition, % at 7 µM | hit rate 0.62% among 370,000 | AID 720582, 2013;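 active = inhibition above a per-campaign cutoff equal to the mean of compounds falling between control-based bounds plus 3 SD, cut at about 20% in these data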;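 also: 0% = DMSO wells while the 100% control is not disclosed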
# Target sequence (O14672 214-748 limits assumed): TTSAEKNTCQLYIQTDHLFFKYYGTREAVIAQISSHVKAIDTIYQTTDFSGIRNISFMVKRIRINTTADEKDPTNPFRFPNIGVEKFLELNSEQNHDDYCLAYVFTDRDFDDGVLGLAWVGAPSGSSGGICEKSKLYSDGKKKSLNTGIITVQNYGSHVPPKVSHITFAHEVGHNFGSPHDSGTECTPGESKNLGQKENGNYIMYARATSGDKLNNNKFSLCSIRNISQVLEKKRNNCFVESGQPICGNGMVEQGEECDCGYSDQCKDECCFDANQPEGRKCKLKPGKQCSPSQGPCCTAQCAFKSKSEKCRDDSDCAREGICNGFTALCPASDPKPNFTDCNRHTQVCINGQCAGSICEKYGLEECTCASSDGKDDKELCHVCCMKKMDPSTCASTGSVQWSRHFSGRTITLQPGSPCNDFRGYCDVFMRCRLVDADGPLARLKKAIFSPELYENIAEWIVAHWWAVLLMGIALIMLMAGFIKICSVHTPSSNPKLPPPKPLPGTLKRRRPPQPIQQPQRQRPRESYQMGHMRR
# DAX1 inh-1 – DAX1 (NR0B1) inhibitors on StAR promoter, primary screen, cell-based, luminescence, SF-1 (NR5A1), full-length DAX-1; inhibition, % at 6.8 µM; HEK293T StAR-luciferase reporter, SF-1/DAX-1 repression relief; hit rate 1.1% among 370,000; AID 652010, 2013;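 active = inhibition above the mean over all tested compounds plus 3 SD, cut at about 3.6% in these data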;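 also: 0% = DAX-1 cells with DMSO and 100% = cells lacking DAX-1 with DMSO; higher inhibition means more luminescence from relief of DAX-1 repression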
# SMARCA2 activ – SMARCA2 (BRM) function activators, primary screen, cell-based, luminescence, high throughput | MG213 cells, MMTV-luciferase reporter, dexamethasone, overnight | activation, % at 9.1 µM | hit rate 1% among 370,000; in the data active = activation above about 7.8%;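 also: 0% = vehicle wells and 100% = reference activator wells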
# ADAM17 inh – ADAM17 inhibitors, primary screen, biochemical, QFRET. Disintegrin and metalloproteinase domain-containing protein 17 (Homo sapiens), P78536. recombinant ADAM17, EDANS/DABCYL FRET peptide cleavage. inhibition, % at 6.95 µM. hit rate 0.83% among 370,000. AID 720648, 2013;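 active = inhibition above the mean of compounds lying between control limits plus 3 SD, set per campaign, cut at about 8.5% in these data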;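 also: 0% = DMSO-only wells as the low control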
# FXN GAA850 act – FXN promoter activators, primary screen, cell-based, luciferase luminescence, HEK293 lucGAA850; HEK293 lucGAA850 FXN promoter luciferase reporter, 24 h; percent of 10 µM SAHA response; activation, % at 6 µM; hit rate 0.56% among 360,000; AID 540364, 2011;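 active = activation above the average of all compounds screened plus 3 SD, cutoff fixed separately per campaign, cut at about 7.5% in these data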;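 also: 0% = DMSO wells and 100% = 10 µM SAHA wells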
# ssDAF-12 act – S. stercoralis DAF-12 nuclear receptor activators, primary screen, cell-based, luminescence, HEK293, GRIP1 co-expression, lit1-tk-luc; Nuclear hormone receptor DAF-12 (Strongyloides stercoralis); HEK293 ssDAF-12/GRIP1 lit1-tk-luc reporter; % of 3 µM dafachronic acid response; activation, % at 6.8 µM; hit rate 1% among 370,000; AID 652126, 2013;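 active = activation above the mean over all tested compounds plus 3 SD, cut at about 0.9% in these data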;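 also: 0% = DMSO-only wells and 100% = 3 µM delta7-dafachronic acid wells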
# hcDAF12 agonist – H. contortus DAF-12 nuclear receptor activators, primary screen, cell-based, luminescence, HEK293, lit1-tk-luc reporter. HEK293 hcDAF-12 lit1-tk-luc reporter; 0% DMSO, 100% Δ7-dafachronic acid. activation, % at 6.8 µM. hit rate 1.4% among 370,000. AID 652067, 2013;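 active = activation above the mean of all tested compounds plus 3 SD, cut at about 5.5% in these data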;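 also: 100% = response to 3 µM Δ7-dafachronic acid high control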
# DAX1 inh-2 – DAX1 (NR0B1) inhibitors, primary screen, cell-based, HEK293, Gal4-DAX1, luciferase luminescence. AID 504766, 2011. inhibition, % at 6.75 µM. hit rate 0.99% among 340,000. HEK293 Gal4-DAX1 luciferase reporter;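 active = inhibition above the mean over all tested compounds plus 3 SD, cut at about 4.2% in these data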;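 also: 0% = DAX1-transfected cells with DMSO and 100% = empty-vector control cells with DMSO; inhibition shows as a rise in luminescence from relieved DAX1 repression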
# Target sequence (P51843 207-470 limits assumed): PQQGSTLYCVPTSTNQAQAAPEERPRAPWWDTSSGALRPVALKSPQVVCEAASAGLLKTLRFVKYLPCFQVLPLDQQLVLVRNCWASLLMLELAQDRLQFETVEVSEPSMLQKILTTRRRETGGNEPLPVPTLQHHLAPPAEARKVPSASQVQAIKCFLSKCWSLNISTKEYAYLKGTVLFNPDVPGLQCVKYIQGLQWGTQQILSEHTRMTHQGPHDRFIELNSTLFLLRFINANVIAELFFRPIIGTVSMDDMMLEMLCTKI
# NPR1 activator – GC-A stimulated cGMP production enhancers – HEK293 GC-A cells, cGMP TR-FRET, EC30 ANP, primary screen | Atrial natriuretic peptide receptor 1 (Homo sapiens), P16066 | 0% at EC30 ANP, 100% saturating ANP | activation, % at 10 µM | hit rate 0.14% among 370,000; in the data active = activation above about 40%
# PG9 binder – binders of HIV-1 gp120 antibody PG9, primary screen, biochemical, TR-FRET | HIV-1 gp120 / PG9 antibody interaction | TR-FRET gp120-PG9 antibody binding | inhibition, % at 6.7 µM | hit rate 0.43% among 360,000 | AID 624416, 2012; in the data active = inhibition above about 8.5%
# Starred values were filed as active, the others as inactive; x = not tested or not shown. The order is random. Share with any hit: about 6.8%.
SMILES,hgDAF-12 ag,ADAM10 inh,DAX1 inh-1,SMARCA2 activ,ADAM17 inh,FXN GAA850 act,ssDAF-12 act,hcDAF12 agonist,DAX1 inh-2,NPR1 activator,PG9 binder
CCc1nc(C)cn1S(=O)(=O)c1cc(OC)c(C)cc1C,-0.5,4,-1.1,-2,-1,-0.5,-1.2,-1.5,-0.6,1,2.9
COc1ccccc1CNC(=O)CNC(=O)[C@@H]1Cc2ccccc2CN1,1.7,-6,-0.9,-1,-6,0.1,-1.0,0.7,1.1,-3,-1.9
CCOC(=O)Cn1cnc2c(sc3nc(C)cc(C)c32)c1=O,-1.4,-2,0.9,2,-5,3.1,-0.6,-0.3,-1.0,9,2.5
CCOC1=C2[C@@H](CN(S(=O)(=O)c3ccc(C)cc3)[C@H]2c2cccc3ccccc23)[C@H]2C(=O)N(c3ccccc3)C(=O)[C@H]2C1,-0.3,21*,-1.9,1,6,x,-1.0,-1.6,x,5,-0.1
Cc1ccc(S(=O)(=O)NC(=NC(C)C)c2ccccc2)cc1,0.0,3,-0.8,1,-1,-1.0,-1.6,0.0,0.1,2,-1.5
O=C(Cc1cccc2ccccc12)Nc1ccccc1Br,-0.5,-1,-0.2,-1,-1,2.2,-0.7,2.6,1.3,2,1.0
O=[N+]([O-])c1cccc(S(=O)(=O)Nc2ccc(-c3ccc(N4CCOCC4)nn3)cc2)c1,-1.9,0,0.8,-1,2,0.8,-0.7,-0.5,-0.2,-3,-0.6
COC(=O)[C@]12C[C@H](CC(=O)N3CCC(c4ccccc4)CC3)C(=O)N(Cc3ccc(Cl)cc3Cl)C1=C[C@H](COCc1ccccc1)O[C@@H]2C,-2.9,2,-1.5,-1,2,x,-0.9,-1.7,x,0,x
CCCc1cc(C(=O)Nc2ccc(C(=O)c3ccccc3)cc2)n(C)n1,-3.3,18,-4.5,-4,7,0.1,-1.5,-3.8,-0.8,-2,-2.0
O=C(c1ccc(NS(=O)(=O)c2cccc3cccnc23)cc1)N1CCCCC1,-0.9,10,-0.5,-3,3,0.2,-1.5,0.1,0.4,-1,-0.4
CC1C/C(=N/N2C(=O)CSC2=S)CC(C)(C)C1 (configuration not stated),-0.3,-1,0.6,0,-1,-1.1,-1.8,1.0,0.5,-1,-2.2
Cc1ccc(/C=C2/SC(=S)N(CCCC(=O)Nc3cc([N+](=O)[O-])ccc3O)C2=O)cc1,-11,-5,-2.4,-8,3,-8.0,-2.1,-7.1,-0.8,-3,-2.6
Nc1nc(SCC(=O)NC2CCCCC2)n[nH]1,-0.6,-3,1.6,2,2,1.5,-0.4,-2.5,1.1,2,-0.9
Cc1cccc(C(=O)NNC(=O)C2CCCCC2)c1O,1.4,-61,4.6*,-3,-17,-0.1,-1.1,0.3,3.3,2,0.8
CCc1sc(NC(=O)CN2CCC(C(N)=O)CC2)nc1-c1ccccc1,-2.4,-4,-0.7,-4,-1,0.4,-1.6,-2.2,-0.5,-8,-0.1
COc1ccc(S(=O)(=O)O/N=C2\CCCc3ccccc32)cc1,-0.9,-7,-0.1,-2,-3,0.4,0.4,-1.1,-0.2,2,-0.4
CCc1ccccc1NC(=O)Nc1cccc(F)c1,1.0,6,-0.7,1,4,0.0,-1.9,-0.9,-0.9,3,0.1
NNC(=O)CNC(c1ccccc1)c1cc(Br)ccc1N (configuration not stated),-2.1,2,-0.3,-4,-2,1.6,-1.1,1.9,2.9,-7,1.8
Cc1cccc2cc(C#N)c(NCCCn3ccnc3)nc12,0.6,-393,0.6,-3,-117,3.7,-1.2,-1.9,-0.3,1,-0.7
CN(C)c1ccc(/C=C/C(=O)c2cccnc2)cc1,-1.4,9,0.6,4,1,-0.8,-2.1,-0.9,-1.4,0,-12
O=C(CSc1ncccc1C(=O)O)c1ccc2ccccc2c1,4.5,-22,0.9,0,-6,-0.9,-1.1,-0.5,-0.5,0,-1.2
COc1ccc(C(C)=O)cc1COC(=O)CCNS(=O)(=O)c1ccc(C)c(C)c1,-0.6,0,1.0,0,-1,0.8,-1.3,-1.6,0.4,-4,0.0
CC(C)(C)N1C(=O)c2ccccc2NC(=O)C1C(=O)NCCc1ccccc1 (configuration not stated),2.1,-32,0.2,-2,-9,x,0.0,0.7,x,-2,0.4
Cc1ccc(NS(=O)(=O)c2cc([N+](=O)[O-])ccc2N/N=C/c2sc(N3CCOCC3)nc2-c2ccccc2)c(C)c1,1.9,2,-0.7,-1,-2,2.4,-0.9,0.1,0.5,-2,1.1
Cc1ccccc1Nc1nc(N)nc(CSc2nc3ccccc3c(=O)n2C)n1,-1.8,-6,-0.5,-1,-7,-1.4,-1.3,-1.8,-0.5,4,26*
Cc1ccc(OCC(=O)NC2CCS(=O)(=O)C2)c([N+](=O)[O-])n1 (configuration not stated),4.5,-6,0.4,-3,0,1.2,-1.1,-0.7,0.0,2,-0.7
CN1C(=O)/C(=C\c2ccccc2OCc2ccccc2)SC1=S,0.3,2,-0.1,-1,-2,1.9,-1.1,-1.9,0.4,-8,2.2
COC(=O)Nc1nn(-c2ccc(Cl)cc2)c(=O)c(C#N)c1C,-2.5,-12,0.6,0,-4,1.1,-1.6,-0.5,-0.6,-3,-2.3
O=C(CC(O)CCc1ccccc1)c1ccc(O)cc1 (configuration not stated),1.4,-3,1.6,6,0,2.7,-0.9,1.6,8.4*,4,0.1
COCCn1c(=NC(=O)CCS(=O)(=O)c2ccccc2)sc2cc(F)ccc21,-1.1,0,-1.6,0,-1,2.9,-1.1,-2.1,-0.8,7,-0.2
O=C(NCc1ccccc1)[C@@H]1CCCN1C(=O)[C@H]1CCCN1C(=O)c1c(F)cccc1F,-0.1,-1,-0.9,-5,-2,x,-1.4,1.2,x,-1,-0.3
COc1cc(CNC2CCCCCCC2)ccc1OCC(N)=O,-0.3,-3,0.2,-2,-2,3.2,-1.3,-1.6,-0.3,-5,2.6
N/C(=N\c1nc2c(c(=O)[nH]1)CCC2)Nc1cccc(Cl)c1,-0.8,8,0.6,0,3,-0.6,-1.3,-1.7,-0.2,-4,-1.0
CC(=O)Nc1ccc2c(c1)C(=O)c1cccc(C(=O)O)c1-2,-3.2,-7,-0.6,1,-6,-0.5,-0.6,-0.3,1.6,0,-3.7
CCOCCCNc1ncnc2c1[nH]c1ccccc12,-1.7,-141,-1.8,-2,-46,1.8,-2.3,-1.1,-4.1,9,1.1
CCOC(=O)C1(Cc2cccc(OC)c2)CCN(C(C)CC(C)(C)O)CC1 (configuration not stated),0.7,4,-0.8,1,-3,-1.8,-1.1,1.3,1.8,-8,-0.4
O=C1c2ccccc2C(O)(c2ccccc2)N1CCc1ccccc1 (configuration not stated),0.9,3,-1.1,-2,3,-0.6,-1.1,-2.4,0.2,-21,0.3
CCOC(=O)c1cc(-c2ccc(C)cc2)nc2nc(SC)[nH]c(=O)c12,-0.8,-409,-0.1,2,-95,5.4,-0.4,-0.9,0.3,-22,24*
O=C(O)COCC(=O)N1CCN(C(c2ccccc2)c2ccccc2)CC1,-1.1,-8,0.8,-3,0,-2.3,-1.1,-0.9,0.2,3,-0.6
COc1ccc(NC(=O)CN(c2ccccc2F)S(=O)(=O)c2ccc(C)cc2)cc1,-1.6,8,-0.2,-3,0,2.0,-1.6,-1.1,-0.3,0,-1.6
CCN1CCN(C(=O)/C=C/c2ccc([N+](=O)[O-])cc2)CC1,1.1,-1,0.3,1,2,0.7,-1.1,4.7,-0.1,0,-1.7
CCn1c(-c2cccnc2)n[nH]c1=S,1.1,1,0.4,-1,-2,0.1,-2.0,-0.3,0.7,1,0.4
CCC(=O)NCCNc1nc2cc(C)c(C)cc2cc1C#N,-1.7,-145,0.9,0,-40,-0.3,-1.3,-0.8,0.1,2,-0.1
CCC1CCC(c2nnc(-c3ccc([N+](=O)[O-])cc3)o2)CC1 (configuration not stated),2.9,-1,0.0,-3,-4,2.4,-1.2,-3.2,0.1,-2,1.6
CN(Cc1ccccc1)c1nc(N)c([N+](=O)[O-])c(NCc2ccccc2)n1,-2.2,-1,-1.2,-3,-3,7.7*,-0.1,2.2,-1.6,3,1.5
CN(C(=O)CSc1nnc(-c2ccccc2F)o1)c1ccccc1,4.3,5,2.0,1,2,5.1,-1.1,-0.4,2.5,0,2.1
COc1ccc(-c2csc(NC(=O)c3cccs3)c2C(=O)O)cc1OC,0.9,-4,1.2,3,-2,-0.5,-1.5,0.3,-1.5,-4,-0.3
CC(C)N1CSC(=S)N(Cc2ccccc2)C1,0.6,7,0.1,0,-1,-0.3,-1.4,-1.6,0.9,0,1.2
COc1ccc(C)cc1N(C(=O)COc1cccc(F)c1)c1nc2ccccc2s1,4.0,3,0.9,-1,-3,-1.9,-0.4,3.5,0.0,-9,-2.1

# In a second layout: five of the compounds above
# Fields – hgDAF-12 ag | ADAM10 inh | DAX1 inh-1 | SMARCA2 activ | ADAM17 inh | FXN GAA850 act | ssDAF-12 act | hcDAF12 agonist | DAX1 inh-2 | NPR1 activator | PG9 binder
COc1ccc(NC(=O)CN(c2ccccc2F)S(=O)(=O)c2ccc(C)cc2)cc1
 : -1.6 | 8 | -0.2 | -3 | 0 | 2.0 | -1.6 | -1.1 | -0.3 | 0 | -1.6
CC1C/C(=N/N2C(=O)CSC2=S)CC(C)(C)C1 (configuration not stated)
 : -0.3 | -1 | 0.6 | 0 | -1 | -1.1 | -1.8 | 1.0 | 0.5 | -1 | -2.2
O=C(O)COCC(=O)N1CCN(C(c2ccccc2)c2ccccc2)CC1
 : -1.1 | -8 | 0.8 | -3 | 0 | -2.3 | -1.1 | -0.9 | 0.2 | 3 | -0.6
COc1cc(CNC2CCCCCCC2)ccc1OCC(N)=O
 : -0.3 | -3 | 0.2 | -2 | -2 | 3.2 | -1.3 | -1.6 | -0.3 | -5 | 2.6
CCc1sc(NC(=O)CN2CCC(C(N)=O)CC2)nc1-c1ccccc1
 : -2.4 | -4 | -0.7 | -4 | -1 | 0.4 | -1.6 | -2.2 | -0.5 | -8 | -0.1

# Source: PubChem BioAssay (several laboratories)
